# SUMO HTRF inh = inhibitors of in vitro SUMOylation cascade, primary screen, biochemical, HTRF, uHTS | inhibition, % at 35 µM | HTRF SUMOylation assay, SAE1/SAE2 + UBC9 | hit rate 0.36% among 290,000 | AID 2006, 2009 | SUMO-conjugating enzyme UBC9 (Homo sapiens), P63279; in the data active means inhibition above about 50%, passing the limit was not always enough; further: strong numbers were not always called active
# Target sequence (P63279 whole entry, looked up): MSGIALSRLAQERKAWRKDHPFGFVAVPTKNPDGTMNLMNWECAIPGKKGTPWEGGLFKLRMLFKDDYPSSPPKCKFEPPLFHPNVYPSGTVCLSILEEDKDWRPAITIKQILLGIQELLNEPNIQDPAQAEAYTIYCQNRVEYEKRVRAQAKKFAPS
# HCV NS3 hel inh = inhibitors of HCV NS3 helicase, primary screen, biochemical, Cy5 molecular beacon fluorescence; Hepatitis C virus NS3 helicase; NS3 helicase DNA unwinding; inhibition, % at 10.9 µM; hit rate 0.56% among 290,000;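 active means inhibition above the mean of all tested compounds plus 3 SD, set per campaign, cut at about 35% in these data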;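 further: 0% = DMSO wells and 100% = thioflavine S control wells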
#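 assay system = NS3 helicase fragment of HCV | buffer or medium = MOPS pH 6.5, MgCl2, DTT, Tween20, BSA | timing = 60 min unwinding reaction at 25 °C after ATP addition | signal = Cy5 beacon fluorescence read at start and 1 h | read-out basis = % inhibition of unwinding | control set = low DMSO, high thioflavine S at 110 µM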
# IDE act = human IDE activators in live cells, primary screen, fluorescence polarization, HEK cells, FAbeta-B substrate; hit rate 0.073% among 340,000; FAbeta-B cleavage; 0% vehicle, 100% cell-free pure enzyme wells; AID 493087, 2011; activation, % at 5.96 µM;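 active means activation above the mean of all tested compounds plus 3 SD, set per screening campaign, cut at about 17% in these data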
# VIM-2 inhibitor = VIM-2 metallo-beta-lactamase inhibitors, primary screen, biochemical, epi-absorbance readout, Pseudomonas aeruginosa enzyme. purified VIM-2, nitrocefin hydrolysis, epi-absorbance fluorescence. inhibition, % at 5.6 µM. hit rate 0.89% among 290,000. AID 1527, 2009;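 active means inhibition above the mean of all tested compounds plus 3 SD, cutoff set per screening run, cut at about 7.5% in these data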;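 further: red hydrolysis product quenches plate fluorescence so inhibitors raise well fluorescence; 0% = enzyme with DMSO and 100% = DMSO without enzyme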
# pCIP destab = p/CIP-EGFP fusion destabilizers, primary screen, fluorescence, F442A cells; Q05BA5; 16 h; decrease of EGFP signal, % at 10 µM; hit rate 0.01% among 290,000;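 active means EGFP signal decrease of at least 30% at 10 µM or well 3 SD below plate mean, unless failing retest; inactive means the rest, including hits failing retest or dose response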; further: some compounds called inactive have numbers as strong as hits; many of its hits are not listed in these tables
# IDE cell inh = human IDE inhibitors in live cells, primary screen, fluorescence polarization, HEK cells, FAbetaB substrate. FAbetaB cleavage. Insulin-degrading enzyme (Homo sapiens), P14735. hit rate 0.41% among 320,000. inhibition, % at 5.59 µM;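 active means percent inhibition above the average of all tested compounds plus 3 SD, set per screening campaign, cut at about 16% in these data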;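 further: IDE supplied by intact live HEK cells; FP after avidin binding of uncleaved biotin substrate so inhibition keeps polarization high; 0% = DMSO wells and 100% = 60 µM reference IDE inhibitor Ii1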
# IMP-1 inhibitor = IMP-1 metallo-beta-lactamase inhibitors, primary screen, biochemical, epi-absorbance readout, Pseudomonas aeruginosa enzyme. metallo-beta-lactamase IMP-1 (Pseudomonas aeruginosa). purified IMP-1, nitrocefin hydrolysis, epi-absorbance fluorescence. inhibition, % at 5.6 µM. hit rate 0.45% among 290,000;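 active means inhibition above the mean plus 3 SD of all compounds in the same screening run, cut at about 4.5% in these data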;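 further: 0% = IMP-1 with DMSO and 100% = DMSO wells lacking enzyme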
#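 Test system: recombinant IMP-1 enzyme, purified / Medium: HEPES buffer pH 7.1 with ZnSO4 and Brij 35 / Doses: single dose, 5.6 µM / Times: 25 °C, 15 min preincubation, 25 min reaction / Detection: Epi-absorbance via hydrolysed-nitrocefin quenching of white-plate fluorescence, 480/530 nm, EDTA stop / Evaluation: percent inhibition from optical density relative to buffer-blank wells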
# GalR3 antagonist = GalR3 antagonists in HEK293 cells, primary screen, cell-based, fluorescence readout | hit rate 0.44% among 360,000 | inhibition, % at 3 µM | AID 651719, 2012 | HEK293 GalR3-CNG cAMP membrane potential fluorescence; galR3 body fused to GalR1 C-terminus;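 active means inhibition above the screen-wide average plus 3 SD, cut at about 13% in these data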;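 further: forskolin and galanin both at EC90 stimulate the cells; cAMP rise reported by CNG channel membrane potential dye signal; 0% = forskolin plus galanin with DMSO and 100% = forskolin alone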
# Target sequence (O60755 1-299 limits assumed): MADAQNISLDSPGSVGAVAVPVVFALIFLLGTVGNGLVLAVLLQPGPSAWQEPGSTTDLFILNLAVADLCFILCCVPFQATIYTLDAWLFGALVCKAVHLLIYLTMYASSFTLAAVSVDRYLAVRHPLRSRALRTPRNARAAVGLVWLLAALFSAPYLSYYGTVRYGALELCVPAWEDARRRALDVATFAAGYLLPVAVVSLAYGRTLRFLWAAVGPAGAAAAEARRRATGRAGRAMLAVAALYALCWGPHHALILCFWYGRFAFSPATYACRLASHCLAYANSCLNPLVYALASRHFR
# CRFR2-BP antag = antagonists of CRF-BP/CRF-R2 complex, primary screen, cell-based, HEK293, calcium dye fluorescence, uHTS | CRF-induced calcium fluorescence | inhibition, % at 11.8 µM | hit rate 0.59% among 350,000;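 active means inhibition of the ligand-induced calcium signal above about 50% at the single tested concentration, limit read from the data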
# * hit, by the source's call; · = no result given.
no.	SUMO HTRF inh	canonical_smiles	HCV NS3 hel inh	IDE act	VIM-2 inhibitor	pCIP destab	IDE cell inh	IMP-1 inhibitor	GalR3 antagonist	CRFR2-BP antag
1	8.6	COC(=O)C1CN(C(=O)C(C)Oc2cccc(C)c2C)c2ccccc2O1 (stereo not drawn)	-13.5	2.2	-2.0	-2.8	-2.5	-3.6	-10.8	2.5
2	8.9	c1ccc(Cn2nnnc2C(c2ccncc2)N2CCOCC2)cc1 (stereo not drawn)	-3.6	-4.7	-1.7	-9.2	-1.6	-0.2	1.0	12.6
3	-3.3	Cc1cc(S(=O)(=O)NCc2ccccc2)ccc1OCC(=O)N1CCCC1	-7.3	-1.3	-1.3	-2.5	-0.1	-4.0	-4.4	1.5
4	5.2	Cc1nnc(Oc2ccccc2)c2ccccc12	2.0	4.8	0.6	2.6	0.7	-3.0	0.8	-16.9
5	1.0	CC(=O)c1ccn(S(=O)(=O)c2ccccc2)c1	2.1	4.3	-2.0	-1.9	6.5	-2.9	-2.4	-6.6
6	7.1	O=C(COc1ccccc1[N+](=O)[O-])OCCCOC(=O)COc1ccccc1[N+](=O)[O-]	10.3	7.3	-0.4	-5.4	-4.8	-2.1	1.4	-23.1
7	·	Cc1cccc(N2CCN(C(=O)Cn3nc(Cc4ccncc4)c4ccccc4c3=O)CC2)c1C	-4.0	-6.9	-2.2	·	5.0	-1.1	·	20.3
8	-33.8	COc1ccc(/C=C/C(=O)NC(=S)N2CCN(c3ccccc3OC)CC2)cc1	15.1	5.4	-2.3	-3.0	-2.4	-3.9	-4.4	6.2
9	14.6	CC(=O)N1c2ccc(N=Cc3cc(Br)cc(Br)c3O)cc2CC1C (stereo not drawn)	0.8	·	-1.9	-8.9	-2.8	-0.8	·	·
10	·	COc1ccc(C=O)cc1C1=CC(=O)C[C@H](c2ccc(Cl)cc2)C1	·	-1.2	·	·	5.3	·	3.9	2.8
11	-15.1	CCCCNC(=S)Nc1ccc2nc3n(c(=O)c2c1)CCCCC3	-1.1	3.9	-3.3	10.5	1.7	-2.2	3.1	1.5
12	-5.0	O=c1cc2c(nn1Cc1ccccc1Cl)-c1ccccc1CC2	-13.3	-0.2	-4.2	0.9	2.7	-3.0	1.0	1.6
13	-9.5	O=[N+]([O-])c1ccc([N+](=O)[O-])c(Nc2ccc(N3CCOCC3)cc2)c1	-4.3	0.2	-0.7	-9.9	-3.0	-1.3	-7.4	14.3
14	·	CCc1ccc(S(=O)(=O)Nc2ccc(-c3ccc4nnc(C)n4n3)cc2)s1	·	2.1	·	·	-5.2	·	0.3	6.7
15	14.4	CC(C)CCNC(=O)C(C)N(C(=O)c1snc(C(N)=O)c1N)c1cnc2ccccc2c1 (stereo not drawn)	-17.1	1.3	0.4	-11.1	2.1	-1.6	-4.5	-1.5
16	5.1	O=[N+]([O-])c1cc(F)c(N2CCCCC2)cc1N1CCOCC1	-1.2	2.1	-4.5	-2.7	-4.6	-4.2	-7.9	-5.5
17	6.3	CCCCCC(=O)Nc1nc(C)c(-c2csc(Nc3ccc(Cl)cc3)n2)s1	10.4	-4.6	-3.2	-4.8	1.1	-1.5	-0.5	2.7
18	2.9	O=C(O)CC(NC(=O)OCc1ccccc1)c1ccccc1 (stereo not drawn)	4.6	-3.9	-2.7	-4.8	2.7	-2.4	-4.7	23.1
19	-5.1	CN(C)C(CNC(=O)CCS(=O)(=O)c1ccccc1)c1ccccc1 (stereo not drawn)	10.8	2.9	-1.6	-1.6	-3.3	-2.2	1.4	3.8
20	9.5	CC(C)(C)CN1CCNC(=O)C1CC(=O)N1CCOc2ccccc2C1 (stereo not drawn)	-9.9	-0.5	-1.1	-20.9	7.7	-1.2	-5.0	1.3
21	-1.5	O=C(Cc1ccccc1)N(c1ccc(F)cc1)C1C=CS(=O)(=O)C1 (stereo not drawn)	3.2	2.0	-5.9	-16.6	2.8	-2.6	-2.3	-4.8
22	·	O=C(CNC(=O)c1ccccc1F)NCCc1ccccc1F	·	3.4	·	·	-2.2	·	-7.3	8.3
23	11.7	C/C(=N\N1C(=O)CSC1=S)c1ccc(Br)cc1	4.0	-0.7	0.6	-18.1	2.9	-3.2	5.4	1.9
24	8.7	CCOC(=O)c1c(S(=O)(=O)NCC2CCN(Cc3cccc(F)c3)CC2)c(C)n(C)c1C	-4.8	-3.8	-3.3	1.2	2.7	-1.1	-4.0	-12.0
25	-17.7	Cc1cc(C)c(S(=O)(=O)Nc2cnc3ccccc3c2)c(C)c1	-18.8	1.6	-3.7	-5.9	0.1	-1.7	-9.9	1.3
26	·	NS(=O)(=O)c1cccc(NC(=O)COC(=O)CNC(=O)c2ccc(-c3ccccc3)cc2)c1	·	1.5	·	·	-2.3	·	-3.2	-3.5
27	44.9	Cc1c(C)c2c(OCC(=O)N3CCC[C@H]3C(=O)O)cc3c(c2oc1=O)CCC(C)(C)O3	27.2	-0.7	69.9*	3.0	4.4	-3.1	-4.7	5.7
28	·	Cc1noc(C)c1NC(=O)Nc1ccc2c(c1)C(=O)N([C@H](C)CO)C[C@H](C)[C@@H](CN(C)S(=O)(=O)c1c(C)noc1C)O2	·	4.3	·	·	1.8	·	-2.6	-1.5
29	20.7	COC(=O)CNC(=O)/C=C/c1cc(Br)ccc1OC	-4.3	-0.8	0.4	-13.1	1.4	-1.3	-2.9	-3.9
30	-22.0	N/C(=N\OC(=O)c1cccs1)c1ccccc1	8.5	2.6	-4.0	1.8	-3.6	-0.4	-6.0	3.4
31	1.5	O=C(NC(=S)Nc1ccc2[nH]c(=O)[nH]c2c1)c1ccccc1Cl	-4.8	-3.3	-1.6	-1.9	0.6	-0.5	-1.4	-10.1
32	4.4	COc1ccc(OCCCC(=O)NNC(=O)CCN2CCN(c3ccccc3)CC2)cc1	-5.9	1.7	-0.7	14.8	3.8	-1.0	-1.4	6.5
33	3.3	COC(=O)c1c(C)[nH]c(C)c1-c1cccc([N+](=O)[O-])c1	-12.7	5.3	-1.4	-7.0	5.2	-1.9	-7.3	21.1
34	9.5	COC(=O)c1ccc2c(c1)C(C)(C)C(/C=C/c1ccc(OC)c(OC)c1OC)=[N+]2C	-7.4	-3.1	1.4	-5.5	0.5	0.9	9.2	28.0
35	-8.6	O=C(NC1(C(F)(F)F)NC(=O)N(c2ccc(F)cc2)C1=O)c1ccncc1 (stereo not drawn)	19.0	-1.4	1.5	10.6	7.8	-0.8	-3.3	0.7
36	9.7	O=C(O)CCn1cc(/C=C/C(=O)c2ccc(Cl)cc2)c(-c2ccc(Br)cc2)n1	-44.7	0.4	-0.1	-13.6	-6.8	-0.9	-4.2	10.3
37	27.8	O=C(O)/C=C/c1ccc(S(=O)(=O)Nc2ccc(OCc3ccccc3)cc2)cc1	-2.1	1.1	-0.8	-8.5	0.5	-1.7	-7.8	-4.1
38	·	COc1ccc(C(C)(C)C)cc1NC(=O)CCn1[nH]c(=O)ccc1=O	·	5.0	·	·	-3.4	·	0.5	-3.6
39	·	CCN(c1ccccc1)S(=O)(=O)c1ccc(C(=O)Nc2ccc(C)cn2)cc1	·	3.9	·	·	0.7	·	-4.5	6.4
40	-3.6	O=C(CN(Cc1ccccc1)C(=O)c1ccc2c(c1)OCCO2)NCc1ccc2c(c1)OCO2	-16.1	1.1	-1.6	3.8	8.2	-3.7	3.4	-3.4

# By substructure, the compounds so far with a thiophene ring, fused or not
no.	SUMO HTRF inh	canonical_smiles	HCV NS3 hel inh	IDE act	VIM-2 inhibitor	pCIP destab	IDE cell inh	IMP-1 inhibitor	GalR3 antagonist	CRFR2-BP antag
14	·	CCc1ccc(S(=O)(=O)Nc2ccc(-c3ccc4nnc(C)n4n3)cc2)s1	·	2.1	·	·	-5.2	·	0.3	6.7
30	-22.0	N/C(=N\OC(=O)c1cccs1)c1ccccc1	8.5	2.6	-4.0	1.8	-3.6	-0.4	-6.0	3.4

# Remaining list, next part.
no.	SUMO HTRF inh	canonical_smiles	HCV NS3 hel inh	IDE act	VIM-2 inhibitor	pCIP destab	IDE cell inh	IMP-1 inhibitor	GalR3 antagonist	CRFR2-BP antag
41	-3.1	COC(=O)c1sccc1NC(=O)c1ccc(OC)c(OC)c1	3.3	-0.4	-0.8	-33.1	1.0	-0.3	-4.5	17.9
42	14.3	CCc1ccc(OCc2nnc(SCC(=O)N3CCN(c4ccccc4)CC3)o2)cc1	-4.1	-2.6	-1.8	-16.1	0.0	-2.9	-5.3	-3.3
43	4.9	COc1ccc(NC(=O)C(NCC(C)C)c2ccccc2)cc1Cl (stereo not drawn)	3.0	1.0	-4.0	-2.5	6.7	-0.6	-3.5	6.6
44	-4.8	CCC1Oc2ccccc2N(CC(=O)NCCCN2CCC(C)CC2)C1=O (stereo not drawn)	-4.1	-0.8	-3.1	-3.9	1.9	-2.7	-5.6	13.3
45	10.3	CCOC(=O)N1CCN(CCC(=O)Nc2ccc(C)cc2)CC1	-3.2	4.6	-2.9	-9.1	-3.8	-1.2	-1.8	-5.5
46	3.9	COc1ccccc1C(=O)Nn1c(C2CCC2)nc2ccccc2c1=O	2.5	2.9	-0.6	-6.9	-2.6	-1.1	-7.3	4.9
47	-8.4	COCc1nnc(NS(=O)(=O)c2ccccc2)s1	7.4	3.0	-7.3	2.1	-0.4	-3.2	-0.7	-4.3
48	·	NS(=O)(=O)c1ccc(CNC(=O)c2ccc(C(=O)c3ccccc3)cc2)cc1	·	3.2	·	·	2.5	·	-2.5	7.8
49	9.0	CNC(=O)CSc1nc2c([nH]c3ccccc32)c(=O)n1CCOC	-6.4	0.0	0.0	11.5	2.4	-1.6	-5.5	-0.3
50	-0.1	O=C(Nc1cccc(-c2cnc3ccccc3n2)c1)c1ccco1	-5.8	-5.1	-0.8	1.6	1.0	-4.3	-1.8	0.6
51	14.1	CC(C[N+](C)(C)C)OC(N)=O (stereo not drawn)	0.6	2.5	-1.4	-0.1	0.2	-0.4	-2.2	0.3
52	·	Cc1ccc(-n2c(SCC(=O)NC3CCS(=O)(=O)C3)nc3ccccc3c2=O)cc1C (stereo not drawn)	·	2.1	·	·	0.9	·	-1.9	-17.8
53	22.7	CC1CCCN(C(=O)C(=O)c2cn(CC(=O)N3CCCCCC3)c3ccccc23)C1 (stereo not drawn)	-12.7	4.5	-2.9	10.2	0.5	-2.6	-1.3	0.2
54	27.5	CC(C)CNC(=O)COC(=O)c1cccc(S(=O)(=O)NCC(F)(F)F)c1	-0.4	-1.9	-1.6	-11.9	-0.8	-3.1	-5.1	-4.3
55	-8.1	O=C(CCCCCn1c(=O)[nH]c2ccccc2c1=O)N1CCN(Cc2ccc3c(c2)OCO3)CC1	-24.0	-0.4	0.0	2.0	5.5	-2.2	4.4	13.4
56	-6.6	O=C(O)c1ccccc1S	-2.5	·	-2.7	-6.9	·	-2.4	·	·

# Assay outcomes (PubChem BioAssay)
